From PubChem BioAssay
EPAC1 antag = qHTS for Antagonist of cAMP-regulated guanine nucleotide exchange factor 3 (EPAC1): primary screen | Potency, µM (doses to about 115 µM), inactives show top-dose activity change, negative = inhibition, actives largely listed as inhibitors | Rap guanine nucleotide exchange factor 3 (Homo sapiens), O95398 | 360,000 compounds, 0.14% hits | EPAC1 GEF assay, Rap1b-BODIPY-GDP exchange fluorescence | AID 720709, 2013;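 further: potency means the concentration at half of the fitted maximal effect; plate controls were vehicle for no effect and positive control for full effect; nearly all actives have a fitted effect of over 50% in size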
HEK293 tox = qHTS of GLP-1 Receptor Inverse Agonists: Cytotox Screen | Potency, µM (top dose mostly 38.3 µM), inactives show top-dose activity change, negative = inhibition, actives largely listed as inhibitors | HEK293 cAMP-luciferase reporter cells, luminescence, 24 h | 410,000 compounds, 0.13% hits | AID 624418, 2012;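 further: loss of luciferase light is scored as toxicity; potency means the concentration at half of the fitted maximal effect; on the % scale 0 is the no-effect control and ±100 the full control effect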
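Quantitative HTS format, 1536 wells, 200 cells/uL seeded. Compounds: 23 nL, 24 h, 37 °C. Detection: luciferase reagent, luminescence at 12 min RT; decreased signal taken as cytotoxic.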
GLP-1R inv ag = qHTS of GLP-1 Receptor Inverse Agonists (Inhibition Mode) | HEK293 GLP-1R CRE-luciferase, luminescence, 24 h; GLP-1R form is constitutively active | 410,000 compounds, 1.6% hits | Potency, µM (highest dose often 38.3 µM), for inactives: at the top dose activity change, negative = inhibition, usual class: inhibitors | Glucagon-like peptide 1 receptor (Homo sapiens), P43220; further: potency means the concentration at half of the fitted maximal effect; on the % scale 0 is the no-effect control and ±100 the full control effect; nearly all actives have a fitted effect of over 55% in size
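GLP-1R inverse agonism mode: basal reporter luminescence in engineered HEK293 cells measured after one day of compound exposure at 37 deg C, with a 12 min room-temperature detection step.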
PLK1 PBD inh = qHTS for Inhibitors of PLK1-PDB (polo-like kinase 1 - polo-box domain): Primary Screen | Plk1 PBD binding of FITC phosphopeptide, fluorescence polarization | Serine/threonine-protein kinase PLK1 (Homo sapiens), P53350 | Potency, µM, without a hit: max response, negative = inhibition, usual class: inhibitors | 360,000 compounds, 2.8% hits; further: potency means the concentration at half of the fitted maximal effect; series mostly up to about 57 µM; on the % scale 0 is the no-effect control and ±100 the full control effect; nearly all actives have a fitted effect of over 65% in size
Target sequence (P53350 whole entry, looked up, the tested form may be a part): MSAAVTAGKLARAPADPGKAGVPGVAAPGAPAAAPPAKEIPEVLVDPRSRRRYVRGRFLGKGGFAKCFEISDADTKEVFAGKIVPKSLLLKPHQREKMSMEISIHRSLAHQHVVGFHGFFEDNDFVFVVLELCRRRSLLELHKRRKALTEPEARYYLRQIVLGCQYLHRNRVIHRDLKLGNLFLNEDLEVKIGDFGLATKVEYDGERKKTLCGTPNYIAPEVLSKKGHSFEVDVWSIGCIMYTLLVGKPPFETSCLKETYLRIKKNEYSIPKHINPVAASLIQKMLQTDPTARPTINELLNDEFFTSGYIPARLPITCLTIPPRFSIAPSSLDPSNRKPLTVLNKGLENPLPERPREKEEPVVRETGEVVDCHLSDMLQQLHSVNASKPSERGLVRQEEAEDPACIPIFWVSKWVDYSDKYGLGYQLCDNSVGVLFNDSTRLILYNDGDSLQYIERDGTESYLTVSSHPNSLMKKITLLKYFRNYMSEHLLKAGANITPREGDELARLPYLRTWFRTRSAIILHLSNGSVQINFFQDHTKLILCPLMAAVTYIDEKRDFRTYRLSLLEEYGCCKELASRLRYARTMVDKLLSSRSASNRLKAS
EPAC1 agonist = qHTS for Agonist of cAMP-regulated guanine nucleotide exchange factor 3 (EPAC1): primary screen; Rap guanine nucleotide exchange factor 3 (Homo sapiens), O95398; EPAC1 agonist qHTS, biochemical assay; response scale: 100% = response to 6.5 mM cAMP; Potency, µM (top dose mostly 154 µM), for the others: at the top dose activation, most hits filed as activators; 360,000 compounds, 0.073% hits; AID 720707, 2013; further: potency means the concentration at half of the fitted maximal effect; nearly all actives have a fitted effect of over 60% in size
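Read-out is the fluorescence drop as BODIPY-GDP leaves Rap1B (480 nm excitation, 540 nm emission), recorded every 5 minutes over 30 minutes. Reactions held 100 nM EPAC1, 250 nM Rap1B–BODIPY-GDP and 50 uM GDP, with 6.5 mM cAMP setting full activation.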
GLP-1R agonist = qHTS of GLP-1 Receptor Agonists; Glucagon-like peptide 1 receptor (Homo sapiens), P43220; HEK293 GLP-1R CRE-luciferase, luminescence, 4-6 h; cells express a hypersensitive GLP-1R form; Potency, µM (highest dose often 45.6 µM), inactives show at the highest dose activation, usual class: activators; 380,000 compounds, 0.007% hits; further: potency means the concentration at half of the fitted maximal effect; % of control where 0% means no effect
IL-2 act = qHTS of IL-2 Activators; IL-2 activation reporter assay, cell-based qHTS; stimulated with anti-CD3/CD4/CD28 beads; in transgenic mouse T cells; activation, % (series mostly up to about 46 µM); 360,000 compounds, 0.065% hits; AID 652025, 2013; in the data active means activation above about 50%; inconclusive means mostly about 30% to 49%; further: 0% is about no effect
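Screening format: compound pinned onto unstimulated transgenic mouse T cells, 60 min incubation, then anti-CD3/anti-CD4/anti-CD28 bead stimulation for 18 hours at 37 degrees C, followed by EGFP and DsRed detection.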
PTHR1 ag = qHTS for PTHR1 Agonists: Primary Screen; HEK293 GP2 PTHR1 cells, GloSensor cAMP luminescence, 1 h; Potency, µM (series often up to 115 µM), for the others: at the highest dose activation, most hits filed as activators; 410,000 compounds, 0.075% hits; AID 743266, 2014; further: potency means the concentration at half of the fitted maximal effect; nearly all actives have a fitted effect of over 55% in size; some results filed as inactive show a strong effect at the top dose; inactives centre near -15; many of its hits are not listed in these tables
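HEK-293-derived GP2 cells expressing PTHR1 and a GloSensor cAMP reporter, 3,000/well, plated overnight, given luciferin plus IBMX (each 0.5 mM as added) for 1 h at 37 °C, then compound for 1 h at 37 °C. Luminescence was read after 15 min at room temperature.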
PI5P4K alpha inh = qHTS for Inhibitors of phosphatidylinositol 5-phosphate 4-kinase (PI5P4K); PI5P4Kalpha enzyme, ADP-Glo luminescence, 60 min; active compounds read low; max response, %; 330,000 compounds, 1.2% hits; AID 652105, 2013; active means max response of -50% or lower; inconclusive means between -30% and -50%; inactive means -30% or higher; further: value at the top dose of about 77 µM; on the % scale 0 is the no-effect control and ±100 the full control effect
Target sequence (P48426 whole entry, looked up): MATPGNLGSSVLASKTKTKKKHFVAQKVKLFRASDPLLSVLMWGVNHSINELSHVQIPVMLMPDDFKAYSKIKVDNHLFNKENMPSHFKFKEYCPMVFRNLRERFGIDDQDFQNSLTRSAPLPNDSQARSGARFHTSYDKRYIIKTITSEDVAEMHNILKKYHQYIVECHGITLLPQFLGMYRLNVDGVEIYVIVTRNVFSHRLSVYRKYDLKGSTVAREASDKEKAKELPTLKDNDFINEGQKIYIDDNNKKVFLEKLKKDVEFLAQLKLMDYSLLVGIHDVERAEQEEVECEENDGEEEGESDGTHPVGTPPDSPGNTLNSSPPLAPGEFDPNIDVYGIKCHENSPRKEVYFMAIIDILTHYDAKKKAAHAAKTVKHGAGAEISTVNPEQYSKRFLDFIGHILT
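PI5P4Kalpha ADP-Glo assay; 5 microM ATP final; 60 min RT reaction; HEPES pH 7.4/EGTA/CHAPS, 5% DMSO; controls lacking substrate or enzyme; luminescent end-point.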
Numbers without * were called inactive; i = inactive; ? = inconclusive; · = no result given; & = joins results of further samples; [ ] = remark or other dose. Unless noted, the call rests on the fitted dose curve; in most records, active means well fitted curve in the direction sought with a large enough effect; inconclusive means small, poorly fitted or top-dose-only effect, or another doubt; inactive means no such curve, though single readings can be large; an effect the other way counts as inactive or inconclusive.

SMILES	EPAC1 antag	HEK293 tox	GLP-1R inv ag	PLK1 PBD inh	EPAC1 agonist	GLP-1R agonist	IL-2 act	PTHR1 ag	PI5P4K alpha inh
COc1ccccc1NC(=O)CN1C(=O)COc2ccc(C)cc21	-1.4%	-0.8%	-6.8%	-2.9%	9.8%	0.4%	0.7	i	0.7
O=C(NCCCN1CCCC1)C1CCC(=O)N1C1CCCCC1 (stereo not drawn)	0.0%	11.3%	7.6%	4.6%	1.4%	0.4%	-1.7	-2.2%[57.5 µM]	·
COc1ccc(C2NS(=O)(=O)N=C2N)cc1 (stereo not drawn)	6.8%	0.3%	39.7%[activator]	18.9µM*	-5.2%	-1.2%	0.0	-10.9%	3.5
O=C(CSc1nc2[nH]ncc2c(=O)[nH]1)Nc1ccc(Cl)c(Cl)c1	-7.3%	-0.9%	12.9%	-0.5%	-1.8%	-1.4%	-2.6	i	-14.0
COc1ccc(Cl)cc1NC(=O)C1CC(c2ccccc2Cl)=NO1 (stereo not drawn)	7.8%	0.6%	4.0%	2.7%	-7.4%	-3.5%	0.5	-1.1%	12.7
Cc1c(CCO)c(=O)oc2n[nH]c(-c3ccccc3)c12	17.1%	11.0%	0.8%	-5.2%	9.9%	-1.5%	-0.6	i	-5.0
O=[N+]([O-])c1ccc(CN2CCN(c3nc4ccccc4s3)CC2)cc1	-24.9%	-4.9%	-16.6%	-9.2%	11.3%	2.5%	1.0	i	0.0
Cc1c(NC(=O)c2c(NC(=O)CNC3CC3)sc3c2CCCC3)c(=O)n(-c2ccccc2)n1C	12.7%	-1.7%[1.53 µM]	-29.6%	2.7%	2.3%	4.1%	-0.2	-2.1%	1.1
COc1cccc(COCC(O)CN2CCC(C(N)=O)CC2)c1 (stereo not drawn)	-12.9%	-7.5%	-5.9%	-7.2%	8.7%	-1.8%	-2.1	i	0.4
CCOC(=O)C1=NNC2(c3ccc(Cl)cc3)C(=O)N(c3ccc(C)cc3)C(=O)C12 (stereo not drawn)	-19.1%	6.0%	25.2%	-6.4%	-7.6%	-0.7%	-0.1	i	-0.8
COc1cc(CCC(=O)OCC(=O)NCc2ccc(Cl)cc2)cc(OC)c1OC	17.3%	-2.0%	1.7%	-11.7%	7.7%	5.9%	-3.2	i	-2.3
COC(=O)CN(c1ccc2c(c1)OCO2)S(C)(=O)=O	-10.2%	15.0%	11.6%	6.5%	12.6%	3.1%	-0.5	-0.3%	-6.1
Cc1cccc(N(C(=O)c2csnn2)C(C(=O)NC2CCCC2)c2ccncc2)c1 (stereo not drawn)	-8.0%	-6.9%	8.8%	-3.8%	6.2%	1.7%	0.5	i	4.8
O=C(Nc1ccccc1F)Nc1cccnc1Cl	-0.4%	-8.2%	28.5%	-6.5%	5.7%	22.2%	0.3	i	-3.8
COC(=O)CCN1CCC2CC1c1cc(Cl)ccc12 (stereo not drawn)	10.6%	0.7%	4.6%	-6.3%	-11.5%	-4.8%	2.0	-4.4%	-7.0
Cc1ccc(S(=O)(=O)NC(CC(C)C)C(=O)N2CC(C)OC(C)C2)cc1 (stereo not drawn)	8.6%	-6.4%	-7.8%	-4.9%	4.2%	0.4%	-1.4	i	12.2
COc1ccc2c(C)cc(SCC#N)nc2c1	-14.3%	0.6%	0.0%	3.9%	12.6%	20.1%	1.2	i	·
Cc1ccc(S(=O)(=O)N(Cc2ccccc2)c2ccccn2)cc1[N+](=O)[O-]	-18.0%	7.5%	?	-4.3%	7.4%	15.2%	-3.8	-17.3%	9.8
O=C(NC(=S)Nc1ccc(-c2ccccc2)cc1)c1ccccc1	13.9%	?	?	2.3%	-2.9%	2.0%	-0.8	-29.0%	16.8
O=C(Nc1cccc2ccccc12)c1ccc(OC(=S)N2CCOCC2)cc1	8.0%	-5.4%	-0.6%	-1.0%	20.8%	0.0%	3.6	-78.2%[inhibitor]	·
O=C(CSc1ccc([N+](=O)[O-])cc1)Nc1nnc(C2CC2)s1	0.0%	8.0%	-9.7%	-9.2%	14.2%	-15.1%	-0.1	i	-1.8
Cc1cccc(C(=O)c2ccccc2C(=O)O)c1	12.1%	2.0%	1.7%	-0.6%	-0.2%	-4.5%	3.4	-3.3%	-4.5
COc1cccc(NC(=O)c2ccccc2N2C(=O)C3C4C=CC(C4)C3C2=O)c1 (stereo not drawn)	-16.7%	16.0%	2.0%	-3.9%	12.0%	3.9%	0.3	-3.2%	-0.4
C/C(=N/NC(=O)CNC(=O)C1COc2ccccc2O1)c1ccc([N+](=O)[O-])cc1 (stereo not drawn)	8.7%	-4.2%	-26.2%	2.4%	7.4%	6.9%	0.6	i	-4.0
O=C(O)CCCn1cc(NC(=O)COc2ccc(F)cc2F)cn1	13.0%	-2.3%	14.0%	1.6%	-4.1%	0.4%	-0.3	i	8.1
Cc1cccc(N2C(=O)CC(Cn3nc(C)cc3C)C2=O)c1 (stereo not drawn)	-9.1%	2.1%	9.2%	0.1%	-9.2%	-7.2%	0.2	-26.0%	0.4
Cc1ccc(-c2nnc(Nc3ccc(O)cc3)c3ccccc23)cc1S(=O)(=O)NC(C)(C)CO	·	-24.3%	?	·	·	5.1%	·	-46.0%[inhibitor]	·
CC(=O)C(=Nc1ccccc1Cl)NNc1ccc(Cl)cc1	-14.0%	-14.8%	?	-1.8%	18.4%	5.5%	-0.6	-36.8%	11.1
Cc1ccccc1NC(=O)CNc1ccc(Cl)c(C(F)(F)F)c1	-4.6%	-5.1%	?	-0.8%	-5.0%	0.8%	0.1	i	8.5
COc1cc(C(=O)N2CCOC23CCN(Cc2ccccc2)CC3)cc(OC)c1OC	14.5%	-21.4%	-13.8%	1.8%	3.9%	1.4%	-0.6	i	-1.5
COc1ccc(S(=O)(=O)Nc2cc3c4c(oc3c3ccccc23)CCCC4=O)cc1	-14.7%	?	5.01µM*	-11.4%	11.6%	4.4%	-1.8	-0.4%	0.8
Cc1ccc(C(=O)OCC(=O)NCC(F)(F)F)cc1C	3.4%	-11.0%	9.6%	0.2%	-6.8%	0.2%	-0.6	i	-4.3
COc1ccc(C(=O)N/C(=C/c2cccc3ccccc23)C(=O)NCCc2c[nH]c3ccccc23)cc1OC	9.1%	-5.0%	-23.1%	-1.8%	-3.7%	-9.1%	-0.5	i	-8.3
Cn1c(SCC(=O)c2ccc(O)c(O)c2)nnc1-c1cccs1	-8.2%	-18.8%	2.1%	-7.3%	-10.7%	-1.2%	-0.2	22.8%	-11.2
CCOC(=O)c1c(NC(=O)CSc2cn(CCNC(=O)c3ccccc3OC)c3ccccc23)sc2c1CCC2	·	0.4%	-1.5%	·	·	-0.5%	·	-14.6%	·
CCC(Sc1nc2ncnc(N)c2[nH]1)C(=O)O (stereo not drawn)	-20.2%	6.3%	-3.1%	-3.8%	-3.2%	0.3%	2.8	-21.0%	-27.8
NC(=O)CNC1CC(=O)N(CCc2ccccc2)C1=O (stereo not drawn)	19.3%	-6.4%	0.0%	-7.2%	-1.1%	-4.9%	-1.6	i	·
Cc1ccc(-c2csc3ncnc(Nc4ccc(N5CCOCC5)cc4)c23)cc1	15.4%	0.1%	?	26.7µM*	8.3%	28.1%	-0.3	-7.9%[57.5 µM]	-8.4
O=C(NC(=S)NCc1ccccc1)c1ccccc1Br	-11.4%	-6.0%	?	-3.1%	4.3%	1.3%	0.5	-32.7%[inhibitor]	-2.7
CC(C)Cc1nc(SCC(=O)Nc2nnc(CC(C)C)s2)n[nH]1	-9.6%	-5.0%	36.9%	-2.6%	-2.7%	6.7%	1.0	-2.8%	1.2
CCC(C)N(C(=O)COC(=O)CNC(=O)c1sc2ccccc2c1Cl)C1CCS(=O)(=O)C1 (stereo not drawn)	-11.0%	-3.0%	0.9%	5.6%	-4.4%	3.3%	0.3	i	1.9
CCC(c1nnnn1-c1ccc2c(c1)OCCO2)N1CCc2ccccc2C1 (stereo not drawn)	-9.8%	3.6%	-0.3%	3.7%	9.7%	18.0%	0.0	-55.9%[inhibitor]	11.8
c1cnc(-c2noc(CN3CCN(C4CCCC4)CC3)n2)cn1	14.0%	-11.7%	16.5%	-5.1%	12.3%	-0.7%	-2.1	i	0.7
COc1cccc(Cn2nnc3c(=O)[nH]c(C4CCCN(C(=O)c5ccccc5Cl)C4)nc32)c1 (stereo not drawn)	7.5%	-25.6%&-8.2%	-8.7%&-5.1%	-2.6%	-6.0%	10.0%	1.8	-11.8%[57.5 µM]	-2.9
O=C(NCc1ccccn1)c1cc(-c2ccccc2)on1	-6.4%	-10.2%	20.9%	-7.3%	11.1%	-1.8%	-0.3	i	·

Marked active in PLK1 PBD inh (from the list above):
compound	EPAC1 antag	GLP-1R inv ag	PLK1 PBD inh	EPAC1 agonist	GLP-1R agonist	IL-2 act	PTHR1 ag	PI5P4K alpha inh
COc1ccc(C2NS(=O)(=O)N=C2N)cc1 (stereo not drawn)	6.8%	39.7%[activator]	18.9µM*	-5.2%	-1.2%	0.0	-10.9%	3.5
Cc1ccc(-c2csc3ncnc(Nc4ccc(N5CCOCC5)cc4)c23)cc1	15.4%	?	26.7µM*	8.3%	28.1%	-0.3	-7.9%[57.5 µM]	-8.4

These rows are one share of the data. The share of hits here may be higher or lower than overall.
